# From PubChem
# PfHsp90 set2 – growth inhibition of PfHsp90-expressing yeast, primary screen, antimalarial PfHsp90 inhibitor project, S. cerevisiae, BacTiter-Glo luminescence, single point, set 2; BacTiter-Glo ATP, 48 h; yeast lacking PDR1 and PDR3 efflux regulators; AID 504621, 2011; inhibition, % at 9.4 µM; 310,000 tested, 0.32% active;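 active = every replicate shows inhibition above about 80%, whatever the replicate mean, limit read from the data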;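 note: 0% = DMSO neutral controls and 100% = 20 µM radicicol positive controls; yeast relying on Plasmodium falciparum Hsp90 in place of its own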
# AddAB inh – growth inhibition of E. coli expressing H. pylori AddAB, primary screen, AddAB inhibitor project, absorbance | inhibition, % at 11.9 µM | 330,000 tested, 0.29% active | AID 435030, 2010; in the data active = inhibition above about 12%;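 note: 0% = vehicle wells of infected cells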
# Tat export inh – E. coli Tat export inhibitors, primary screen, MC4100, TorA-mCherry reporter, fluorescence, single point; inhibition, % at 10 µM; AID 488895, 2010; 340,000 tested, 0.036% active;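 active = mean replicate inhibition at least 50% and at least half of replicates individually reaching 50%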;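 note: exported cargo escapes ClpAP degradation while cytoplasmic cargo is degraded and loses fluorescence; 0% = median of neutral control wells and 100% = median of NaSCN control wells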
# PKA-R1A activ – activators of PKA-R1A holoenzyme, primary screen, biochemical, fluorescence polarization, Cy5-IP20, bovine R1A, mouse PKAc. activation, % at 11.4 µM. PKA-R1A dissociation; scaled: DMSO 0%, 113 µM cGMP 100%. AID 504707, 2011. 340,000 tested, 0.083% active;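 active = percent activation above the mean of all tested compounds plus 3 SD, cut at about 19% in these data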;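 note: higher means more PKAc released from R1A so a rise in polarization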
# Arr AP2 block – inhibitors of beta-arrestin/AP2 binding, primary screen, biochemical, GPCR trafficking, flow cytometry; AID 504490, 2011; beta-arrestin 1 C-terminal peptide binding to AP2 beta2-adaptin appendage (human); 340,000 tested, 0.31% active; FITC-arrestin peptide / GST-AP2 beads; AP2 beta2 appendage carries R879A mutation; inhibition, % at 10 µM;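 active = inhibition above a set limit, near 3 SD of compounds lacking own fluorescence, cut at about 54% in these data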;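 note: plate controls were DMSO wells for no effect and 5 µM unlabelled arrestin peptide for full effect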
#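 System: GST-AP2 R879A glutathione beads | Also added: FITC-arrestin peptide, 50 nM | Times: 12 min plus 1 h, RT | Signal: Bead flow cytometry, FITC channel | Buffer or medium: PBS with 0.05% Tween 20 and 0.1% BSA | Read-out basis: Percent drop in bead-associated FITC signal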
# DSG3 Ab inh – inhibitors of pemphigus antibody binding to DSG3, primary screen, biochemical, bead-based, flow cytometry, scFv-GFP; Desmoglein-3 (Homo sapiens), P32926; DSG3-coupled beads, scFv-anti-DSG3-GFP binding; stronger effect = lower value; 310,000 tested, 0.48% active; binding (percent of control), % at 10 µM;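 active = binding more than 3 SD below its plate's average and above zero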;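 note: hits lower antibody fragment binding to DSG3; some compounds called inactive have numbers as strong as hits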
# OPRM1-OPRD1 ag – agonists of OPRM1-OPRD1 heterodimerization, primary screen, cell-based, luminescence | AID 504326, 2011 | activation, % at 9.3 µM | 340,000 tested, 0.3% active | Mu-type opioid receptor (Homo sapiens) + Delta-type opioid receptor (Homo sapiens), … | cells; in the data active = activation above about 18%;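 note: 0% = vehicle-treated cells and 100% = reference agonist; values of inactives mirror those of a sister screen read the other way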
# Target sequence (P35372 whole entry, looked up): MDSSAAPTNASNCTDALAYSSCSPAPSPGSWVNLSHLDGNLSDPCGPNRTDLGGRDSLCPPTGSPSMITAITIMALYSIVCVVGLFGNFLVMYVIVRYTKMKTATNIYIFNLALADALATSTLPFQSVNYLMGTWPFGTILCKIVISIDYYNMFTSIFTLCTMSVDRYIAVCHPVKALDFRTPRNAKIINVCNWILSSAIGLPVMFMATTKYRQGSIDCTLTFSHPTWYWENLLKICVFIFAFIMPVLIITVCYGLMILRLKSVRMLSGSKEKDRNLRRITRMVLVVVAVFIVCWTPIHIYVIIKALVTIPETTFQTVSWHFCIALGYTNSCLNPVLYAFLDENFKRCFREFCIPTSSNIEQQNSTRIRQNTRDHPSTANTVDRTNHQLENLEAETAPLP
# Target sequence (P41143 whole entry, looked up): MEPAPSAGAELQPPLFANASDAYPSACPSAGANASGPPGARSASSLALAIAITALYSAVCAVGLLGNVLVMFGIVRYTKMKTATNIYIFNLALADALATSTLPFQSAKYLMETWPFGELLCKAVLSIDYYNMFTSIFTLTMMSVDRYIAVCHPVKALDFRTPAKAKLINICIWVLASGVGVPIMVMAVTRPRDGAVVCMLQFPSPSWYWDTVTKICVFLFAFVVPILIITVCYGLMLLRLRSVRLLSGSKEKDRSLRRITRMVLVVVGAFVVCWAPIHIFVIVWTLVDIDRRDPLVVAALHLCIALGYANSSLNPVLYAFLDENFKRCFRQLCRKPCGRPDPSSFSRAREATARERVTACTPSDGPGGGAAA
# OPRM1-OPRD1 inv – inverse agonists of MOR-DOR heterodimerization, primary screen, cell-based, luminescence | Mu-type opioid receptor (Homo sapiens) + Delta-type opioid receptor (Homo sapiens), … | cell-based MOR-DOR heterodimer luminescence, inverse agonism | inhibition, % at 9.3 µM | 340,000 tested, 0.21% active | AID 504357, 2011; in the data active = inhibition above about 22%, passing the limit was not always enough;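 note: 0% = cells with DMSO and 100% = wells without cells with DMSO; values of inactives mirror those of a sister screen read the other way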
# phage Ecoli inh – growth loss of phage-infected E. coli, primary screen, RecBCD inhibitor project, absorbance, with phage, HTS. inhibition, % at 11.9 µM. 360,000 tested, 0.26% active. AID 651602, 2012; in the data active = inhibition above about 11%
# Mot1-301 SUMO – yeast Mot1-301 growth rescue at high temperature, primary screen, SUMOylation pathway inhibitor project, S. cerevisiae, ATP luminescence, 38.5C; AID 2716, 2010; 320,000 tested, 1% active; growth rescue, % at 18.8 µM; S. cerevisiae Mot1-301 growth rescue; percent above DMSO median, 100 means doubled;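 active = every valid replicate shows activation above 250% relative to neutral control wells; inactive = the rest, any valid replicate at or below 250%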;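 note: OY570 slx delta 5 strain wells were the positive control but not used for scaling; some compounds called inactive have numbers as strong as hits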
# Ecoli viability – E. coli V3065 growth inhibition, primary screen, counter-screen for AddAB inhibitor project, absorbance, OD600; 18 h; inhibition, % at 11.9 µM; 330,000 tested, 0.27% active; AID 449728, 2010;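 active = inhibition above the campaign's mean inhibition across all tested compounds plus 3 SD, cut at about 9.9% in these data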;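 note: uninfected addAB+ strain grown without phage in ampicillin broth; 0% = DMSO wells and 100% = ciprofloxacin 0.95 µg/ml wells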
# Active calls of the source: *; nt = no result given.
SMILES,PfHsp90 set2,AddAB inh,Tat export inh,PKA-R1A activ,Arr AP2 block,DSG3 Ab inh,OPRM1-OPRD1 ag,OPRM1-OPRD1 inv,phage Ecoli inh,Mot1-301 SUMO,Ecoli viability
Cc1cc(N2CCN(c3nc4ccccc4s3)CC2)n2ncnc2n1,1,-1.2,1,-9,3,96,-0.9,5,1.5,-17,-1.8
O=C(/C=C/c1ccco1)OCn1nnc2ccccc2c1=O,-19,-0.7,3,-6,-3,101,-1.4,7,1.4,10,-0.1
Cc1ccccc1C(=O)NC1CCN(Cc2nnnn2C(C)(C)C)CC1,11,-0.6,-5,-6,-26,110,-3.0,15,2.9,106,2.0
O=C1Nc2cc(S(=O)(=O)N3CCCC3)ccc2N2CCCC12 (stereo unspecified),nt,-0.5,-5,5,-5,98,-2.4,13,2.3,7,-0.9
Cc1nnc(SCC(=O)N(Cc2ccccc2)C(C)C)n1-c1ccccc1,-4,1.0,-1,-1,7,102,-2.2,12,0.9,150,3.0
C#CCOCCOCCOCCNc1nc(N2CCN(C(=O)Cn3cc(CCCN=C(N)N)nn3)CC2)nc(N2CCN(C(=O)[C@H](C(C)C)n3cc(CCO)nn3)CC2)n1,14,0.5,-2,1,-2,105,-1.3,7,0.2,-6,-2.7
Cc1ccc(Sc2ccc(CN3CCCC3)cc2[N+](=O)[O-])cc1,23,-0.2,1,6,24,98,1.2,-6,5.1,nt,-0.4
C/C=C/C(=O)N1CC2(CC(c3cccc(NC(=O)/C(C)=C/C)c3)=NO2)C[C@H]1C(N)=O (stereo partly specified),nt,-2.0,-10,-1,7,100,-0.6,3,-0.6,-14,-0.5
O=C(NC12CCC(O)C(SC1)/C2=N/O)c1ccccc1 (stereo unspecified),nt,2.9,-11,-2,-2,91,-3.2,16,3.7,12,-1.8
O=C(COC(=O)c1ccccc1-n1cnnn1)c1ccc(Br)cc1,6,6.3,-6,-5,-3,99,-2.6,17,8.0,14,-0.2
CC1(C)Cc2cccc(OCC(=O)N3CCN(S(=O)(=O)c4ccccc4F)CC3)c2O1,2,2.2,1,2,10,101,-1.8,10,2.6,121,1.1
O=C(COc1ccc(OCc2ccccc2)cc1)NN=C1CCCC1,-1,2.4,1,6,7,107,-0.4,2,0.8,-6,-0.6
O=C(Nc1cc(Cl)ccc1N1CCOCC1)c1ccc2c(c1)OCCO2,-47,1.5,6,-10,-2,96,-1.7,9,3.6,-16,2.5
COc1cccc2sc(=NC(=O)CCS(=O)(=O)c3ccc(C)cc3)n(C)c12,-9,2.0,8,-1,51,98,-2.6,13,2.4,8,2.3
O=C1C2C3C=CC(CC3)C2C(=O)N1c1ccc(Br)cc1[N+](=O)[O-] (stereo unspecified),-21,1.6,-13,9,-2,99,1.6,-8,2.9,-6,1.0
O=C(CN1CCN(c2nc(-c3ccc(Cl)cc3)cs2)CC1)NCc1ccco1,nt,0.5,-1,-1,25,103,-1.9,9,1.5,nt,-1.0
C/C(=N/Nc1nc(-c2ccccc2)c(CC(=O)O)s1)c1ccccc1,-7,nt,9,-12,9,103,1.3,-6,0.0,nt,nt
Cc1cccc2cc(CN(Cc3cccnc3)C(=O)c3ccncc3)c(=O)[nH]c12,22,5.2,-10,-10,19,92,-3.3,17,-0.5,-12,0.6
N#CCSc1nc2ccccc2c(=O)n1C1CCCCC1,4,0.2,2,1,-2,104,4.0,-19,2.9,112,4.1
NC(=O)C1=C[C@@H](c2csc3ccccc23)C[C@@H](OCCCCO)O1,16,3.6,-2,14,13,99,1.4,-8,1.5,-17,2.9
CCOc1ccccc1C1C(C#N)=C(N)Oc2cc(N)ccc21 (stereo unspecified),26,-0.8,0,4,6,98,-0.5,3,2.5,-22,-2.7
Cc1nn(C)cc1S(=O)(=O)Nc1ncccn1,-16,3.9,4,-6,22,104,-1.7,9,1.7,598*,0.3
CN(C)CCn1c(=N)n(CC(O)c2ccc(Cl)c(Cl)c2)c2ccccc21 (stereo unspecified),12,-0.2,0,-9,15,92,nt,nt,5.1,229,1.6
O=c1[nH]nc(Cc2ccc(-c3cccc(Cl)c3)o2)c2ccccc12,3,1.8,1,0,0,108,1.9,-10,0.9,-16,-1.3
COCCNC(=O)CN(C(=O)CCC(=O)Nc1ccccn1)c1cc(C)ccc1C,3,0.5,-1,-11,35,107,-3.4,17,-0.9,-1,1.7
COc1ccc(-c2c(-c3ccccc3OC)sc3ccccc23)cc1OC,-32,1.8,2,-1,-6,105,0.7,-4,-0.4,-27,-2.0
Cc1ccc(C(=O)Nc2ccccn2)cc1S(=O)(=O)N1CCOCC1,-2,1.2,0,-5,-17,110,-0.4,2,-0.1,3,2.0
CCOC(=O)C1=C(COC(=O)c2ccc(Cl)cc2[N+](=O)[O-])NC(=O)NC1C (stereo unspecified),13,1.9,-4,7,46,105,0.0,0,2.8,9,-0.2
CC1CCN(CCc2nc3cc(NC(=O)Nc4ccccc4)ccc3n2C)CC1,nt,0.2,-9,-4,24,98,-1.1,6,-1.2,-10,-2.4
O=C(O)CSc1nnc(CSc2nc3ccccc3s2)n1-c1ccccc1,4,-2.6,-1,0,-16,104,-1.1,6,2.1,33,-3.5
COc1ccc2nc(SCC(=O)N(C)CC(=O)Nc3ccc(F)cc3)[nH]c2c1,35,0.5,4,-8,-11,102,-0.2,2,4.3,558*,1.4
Cc1cc(C)c(-c2cc(C)nc3ncnn23)c(C)c1,-22,-1.3,-7,4,-5,103,-1.9,9,1.9,9,-0.8
O=C1c2cccc3cccc(c23)C(=O)N1c1ccccn1,-22,-1.0,9,0,-5,95,-4.3,20,2.3,-5,-0.5
CCOC(=O)C1=C(C)N=c2s/c(=C/c3ccc(OCC(=O)O)cc3)c(=O)n2C1c1ccc(OC)cc1OC (stereo unspecified),2,0.2,9,-1,1,117,-2.1,10,-2.0,-11,-1.0
CCOC(=O)N/N=C\c1ccc(OC/C=C/c2ccccc2)c(OC)c1,-21,-0.4,4,-6,-1,nt,-1.9,10,2.3,-19,1.1
Cc1cnc(NC(=O)CSc2nnc(N)s2)s1,2,1.1,-5,1,-23,104,-2.1,12,3.2,8,2.3
Cc1ccc(-c2nn(-c3ccccc3)cc2CN(C)C(=O)CCC(=O)O)cc1C,-1,2.6,-4,3,18,97,-1.4,6,3.0,-12,0.6
O=C(NCCCn1ccnc1)C1CC2CCC1C2 (stereo unspecified),0,3.0,11,1,8,111,-1.9,11,-3.0,354,-1.1
CCOC(=O)N1CCN(S(=O)(=O)c2ccc(C(=O)Nc3nnc(CSC)o3)cc2)CC1,-24,0.9,-3,7,16,136,-1.6,8,0.2,-5,-1.7
Fc1ccc(CSc2nnc(-c3cc4c(s3)-c3ccccc3CC4)o2)cc1,31,4.0,-11,-10,0,98,1.1,-5,0.5,21,0.2
Cn1c(/C(C#N)=C/c2ccncc2)nc2ccccc21,-25,1.4,1,1,0,102,2.1,-14,3.5,3,0.7
Cc1ccsc1/C=N/NC(=O)Cc1ccc(Cl)cc1,6,-0.2,-2,-1,-10,97,1.8,-10,2.1,19,2.5
CC(=O)c1c(C(C)=O)c(C)n(NC(=O)c2cccnc2)c1C,8,5.7,0,-8,-3,112,0.1,-1,-1.0,-7,-0.4
Cc1nnc(SCc2nc3sc4c(c3c(=O)[nH]2)CCCC4)[nH]c1=O,9,1.1,2,-2,41,nt,-3.5,16,0.2,nt,0.4
Cc1ccc(/C=N/NC(=O)c2c(-c3ccccc3)noc2C)o1,32,3.2,-4,5,-3,95,1.0,-5,2.8,8,3.3
Cc1ccc(S(=O)(=O)N(C)c2ccc(OCC(=O)O)cc2)cc1,11,1.2,-3,3,3,88,0.2,-1,1.9,4,-3.7
Cc1nc(-c2ccccc2)sc1-c1nc(-c2cccnc2)ncc1S(=O)(=O)c1ccccc1,-29,-0.2,8,-9,4,100,2.7,-15,nt,-19,-0.7
Cc1ccc(NC(=O)CN2C(=O)CCS(=O)(=O)c3ccccc32)cc1Cl,-18,3.3,0,-18,-10,103,-2.6,13,0.2,5,-0.6
COc1ccc(NC(=O)NC2(C(=O)N3CCN4CCCC4C3)CCCCC2)cc1 (stereo unspecified),-32,3.1,1,7,27,95,-3.3,17,-2.0,58,0.1
CN(C)C(=O)c1ccc(NC(=O)COC(=O)CC23CC4CC(CC(Br)(C4)C2)C3)cc1,7,3.9,-5,-4,-4,95,-3.0,16,0.3,10,-0.2
Cc1noc(C)c1S(=O)(=O)N1CCCC(C(=O)NC2CCCCC2)C1 (stereo unspecified),24,-1.7,-2,-2,6,93,-1.5,9,1.6,36,-2.4
CC1(c2nnc(-c3ccccc3)o2)CC(c2ccc(F)cc2)=NO1 (stereo unspecified),-10,1.9,-2,-3,6,103,-1.3,7,0.5,-8,-1.2
COc1cccc(COC(=O)C2CCN(C(=O)c3ccc(F)cc3)CC2)c1OC,nt,0.6,5,7,1,97,-1.6,8,0.9,nt,-1.5
CCCc1nnc(NC(=O)CCC(=O)N2CCN(c3ccccc3)CC2)s1,-18,2.1,2,-8,-17,99,0.6,-3,1.9,5,0.1
COCCNC(=O)Cn1cnc2ccc(S(=O)(=O)N3CCC(C)CC3)cc2c1=O,-6,0.4,0,-13,11,103,0.3,-2,2.5,-1,-0.6
CCOC(CNC(=O)CN1C(=O)COc2ccc(S(=O)(=O)N3CC(C)CC(C)C3)cc21)OCC (stereo unspecified),8,4.7,0,-6,14,109,2.8,-14,2.4,5,1.4

# A draw from above in order of molar mass, high to low:
SMILES,PfHsp90 set2,AddAB inh,Tat export inh,PKA-R1A activ,Arr AP2 block,DSG3 Ab inh,OPRM1-OPRD1 ag,OPRM1-OPRD1 inv,phage Ecoli inh,Mot1-301 SUMO,Ecoli viability
CCCc1nnc(NC(=O)CCC(=O)N2CCN(c3ccccc3)CC2)s1,-18,2.1,2,-8,-17,99,0.6,-3,1.9,5,0.1
CC1(c2nnc(-c3ccccc3)o2)CC(c2ccc(F)cc2)=NO1 (stereo unspecified),-10,1.9,-2,-3,6,103,-1.3,7,0.5,-8,-1.2
Cc1ccc(/C=N/NC(=O)c2c(-c3ccccc3)noc2C)o1,32,3.2,-4,5,-3,95,1.0,-5,2.8,8,3.3
